# bCat nuc transl: modulators of beta-catenin nuclear translocation, primary screen, imaging, HeLa cells, immunofluorescence, high-content; nuclear translocation activity, % at 5 µM; AID 1665, 2009; 0.3% of 190,000 active;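 active means nuclear translocation activity above 50% at 5 µM, with a well cell count of 50 or more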;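 further: per-cell ratio of nuclear to cytoplasmic median beta-catenin stain intensity; plate controls were DMSO negative control for no effect and GSK-3 inhibitor IX positive control for full effect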
#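 Signal – beta-catenin immunofluorescence imaging with DAPI · Test system – human HeLa cell line · Dosing – 5 µM primary single dose, 0.1% DMSO, 0.02–20 µM confirmation series · Measure – % activation, nuclear-to-cytoplasmic median beta-catenin signal ratio per cell · Incubation – 24 h compound exposure at 37°C, 5% CO2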
# WT yeast gro inh: growth inhibition of WT strain, primary screen, mitochondrial fusion inhibitor project, WT and mutant strains, chemical genetic | mitochondrial fusion phenotypic screen | inhibition, % at 10 µM | 2.1% of 190,000 active | AID 1362, 2008; in the data active means inhibition above about 58%; tested in S. cerevisiae
# Yfh1-off respiration: enhancers of respiration in Yfh1-depleted yeast, dose response, Friedreich's ataxia, plus single-dose screen (AID 1465). S. cerevisiae Yfh1-off respiration, WST-1 reduction, 72 h; higher fold induction means a stronger effect. fold induction at 50 µM, or EC50 in µM where a hit was titrated. 0.074% of 220,000 active;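 active means fold induction of absorbance versus untreated yeast above a set limit, then at least 30% activation at any dose in follow-up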;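 further: activators that raise dye reduction in frataxin-depleted yeast; strong numbers were not always called active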
# M1AAP inhibition: P. falciparum M1AAP inhibitors, biochemical, fluorogenic H-Leu-NHMec substrate, 1536-well (AID 1445); one-dose inhibition, % at 30 µM; IC50 in µM for titrated hits; 0.42% of 220,000 active; recombinant M1AAP, H-Leu-NHMec fluorogenic kinetic assay; higher % means a stronger effect; Aminopeptidase N (Plasmodium falciparum (isolate 3D7));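 active means primary inhibition above the hit cutoff, then over 50% inhibition at one or more dose response concentrations, cut at about 23% in these data, passing the limit was not always enough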;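 further: plate controls were DMSO full reaction for no effect and no enzyme background for full effect; strong numbers were not always called active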
# MT stabilize HCS: microtubule stabilizers in HeLa cells, primary screen, imaging, high-content imaging | HeLa tubulin immunostaining HCS, 24 h; share of cells brighter than vehicle mean+2SD | % tubulin-high responders, % at 10 µM | 0.83% of 200,000 active | AID 2205, 2009;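 active means plate Z-score above 3 for both tubulin-high and condensed-nucleus cell shares, with cell loss under 80%, at 10 µM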;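 further: anti alpha tubulin signal scored within the nucleus-defined area of each cell; some results filed as inactive read as strong as hits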
# M17LAP inhibition: P. falciparum M17LAP inhibitors, primary screen, biochemical, fluorogenic H-Leu-NHMec substrate, 1536-well (AID 1619) | recombinant M17LAP, H-Leu-NHMec fluorogenic kinetic assay; higher % means a stronger effect | one-dose inhibition, % at 30 µM; IC50 in µM for titrated hits | 0.38% of 220,000 active;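 active means compound inhibiting the enzyme by more than half at any dose during confirmatory dose-response retesting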;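 further: plate controls were full reaction with DMSO carrier for no effect and no enzyme background for full effect; strong numbers were not always called active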
# T cell modulator: modulators of CD8 T cell-vesicle binding, primary screen, mouse 2C CD8+ T cells, flow cytometry; 2C CD8+ T cell-vesicle binding; hits give low values; calls only at 7 µM; 0.068% of 330,000 active; AID 2052, 2009;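 active means response, share of CD8 T cells binding vesicles, and their 90th percentile fluorescence all below set limits, cut at about 80% in these data, passing the limit was not always enough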
#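 System: murine 2C transgenic CD8+ T lymphocytes; also added: QL9-loaded Drosophila micro-vesicles; times: binding 1.5 h at 37 °C; measured by: flow cytometry, PE anti-B7-1 (FL2) versus Alexa647 anti-CD8 (FL8), PFA-fixed; control set: Peptide-free naked vesicles (low) and QL9 vesicles with 0.7% DMSO vehicle (high)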
# Dynein transport: inhibitors of GR-EGFP nuclear translocation, primary screen, dynein cargo transport inhibitor project, imaging, high-content, 3617.4 mouse cells | test concentration mostly 20 µM; stimulated with dexamethasone, 1 µM; hits give low values | 0.47% of 220,000 active | z-score, hits read low;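 active means plate z-score of nuclear minus cytoplasmic receptor signal below a set negative limit, without overly bright fluorescence or cell loss, cut at about -3.5 in these data, passing the limit was not always enough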;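 further: z-score of nuclear minus cytoplasmic ring GR-EGFP intensity difference per well; some compounds called inactive have numbers as strong as hits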
#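 Also added – dexamethasone, 1.0 µM final · Buffer or medium – tet-free, stripped-serum medium · Schedule – induction 48 h, compound 1 h, agonist 30 min · Detection – formaldehyde fixation, Hoechst nuclear stain, 10x automated fluorescence imaging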
# Autophagy HCS: autophagy modulators in MEF cells, primary screen, imaging, high-content, MEF GFP-LC3. MEF GFP-LC3 puncta imaging; test concentration mostly 10 µM. calls only at 10 µM (by protocol). AID 463193, 2010. 0.98% of 190,000 active;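 active means percentage of spot-positive cells more than 3 SD above its plate mean, without a fluorescence outlier flag or 80% toxicity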;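 further: spot-positive cell cutoff set from DMSO-treated cells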
# WT yeast gro inh mutant strain: recorded beside WT yeast gro inh, whose call it bears; inhibition, %; mitochondrial fusion phenotypic screen, mutant strain inhibition
# Dynein transport cytoplasmic EGFP: also measured in Dynein transport; calls as there; z-score; measured here: cytoplasmic GR-EGFP intensity; hits give high values
# Dynein transport nuclear GR-EGFP: recorded beside Dynein transport, whose call it bears; z-score; measured here: nuclear GR-EGFP intensity;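 lower value marks the stronger effect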
# Dynein transport cell count: second read-out of Dynein transport, no call of its own (marks repeat the call); z-score; measured here: cell count per field
# bCat nuc transl cell count 5 µM: recorded beside bCat nuc transl, whose call it bears; cell count; measured here: cell count, cytotoxicity flag
# T cell modulator vesicle-bound %: also measured in T cell modulator; calls as there; double positive events, %; measured here: CD8+ vesicle-bound cell fraction;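 binding gate set so that unloaded-vesicle control wells show 10% double positive cells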
# MT stabilize HCS Hoechst-high %: recorded beside MT stabilize HCS, whose call it bears; % Hoechst-high responders; measured here: nuclear condensation Hoechst responders;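 share of cells brighter than vehicle mean plus two SD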
# MT stabilize HCS cytotoxicity %: further read-out of MT stabilize HCS, marked with its call; toxicity, %; measured here: cytotoxicity by cell density;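 0% = mean cell density of plate MIN control wells and 100% = no cells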
# Autophagy HCS cell loss 18 h: recorded beside Autophagy HCS, whose call it bears; toxicity, %; measured here: cell loss, nuclei count;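 cell loss after 18 h compound exposure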
# * hit, by the source's call; i = inactive; / = not tested or not shown.
SMILES,bCat nuc transl,bCat nuc transl cell count 5 µM,WT yeast gro inh,WT yeast gro inh mutant strain,Yfh1-off respiration,M1AAP inhibition,MT stabilize HCS,MT stabilize HCS Hoechst-high %,MT stabilize HCS cytotoxicity %,M17LAP inhibition,T cell modulator,T cell modulator vesicle-bound %,Dynein transport,Dynein transport cytoplasmic EGFP,Dynein transport nuclear GR-EGFP,Dynein transport cell count,Autophagy HCS,Autophagy HCS cell loss 18 h
CCC(Nc1ccc(OC)cc1)C(=O)N/N=C/c1ccc([N+](=O)[O-])cc1 (stereo unspecified),-0.1,583,-4.3,-7.8,i,6.8%,1.8,1.5,5.6,18.4%,i,41.9,-0.378,-0.305,-0.514,0.411,i,-4.1
O=C(N1CCN(c2ccccn2)CC1)C(Cl)(Cl)Cl,-0.9,938,9.5,14.7,i,-2.3%,3.0,3.4,1.3,-13.0%,i,31.6,-0.243,-0.346,-0.165,0.777,i,9.6
COc1cc(-n2nnnc2SC)c(OC)cc1Cl,-0.5,1533,-1.2,4.0,i,-5.6%,3.7,1.1,4.7,-1.3%,i,44.0,-0.664,-0.213,-0.336,0.452,i,37.9
COc1ccc(CCNC(=O)c2cc3sc(Cl)cc3n2C)cc1OC,0.0,1119,11.2,5.8,i,0.5%,4.9,2.3,2.6,1.8%,i,44.5,0.0726,-0.18,0.176,-0.294,/,/
CCOc1ccc(-n2cnnn2)cc1S(=O)(=O)NCCc1ccc(OC)c(OC)c1,/,/,9.6,-36.6,i,-8.1%,2.1,1.8,8.4,-16.5%,i,40.2,-0.396,0.228,-0.0634,1.12,i,-1.6
Cn1c(NC(=O)c2cc(Cl)ccc2Cl)cc(=O)n(C)c1=O,/,/,8.4,8.4,i,16.6%,3.1,1.8,2.2,-0.5%,i,43.2,5.3,0.186,3.5,-1.82,i,5.0
Cc1nc2sccn2c1-c1csc(NCc2ccccc2)n1,1.9,1270,15.9,38.2,i,9.7%,4.0,1.9,5.2,15.3%,i,32.4,-0.821,-0.14,-0.162,-0.347,i,-2.6
O=C(O)CCCCCNC(=O)c1ccccc1Br,/,/,/,/,i,2.9%,1.9,0.9,3.0,-6.2%,i,52.3,-0.052,-0.237,0.0977,1.35,i,7.7
CCCCNC(=S)NCCN1CCCCC1,-4.5,597,-1.8,-5.5,i,-1.8%,3.2,1.5,3.6,3.1%,i,59.0,0.109,-0.26,-0.151,-0.0415,i,2.0
CCC(CC)NC(=O)c1n[nH]c(=O)c2ccccc12,2.6,821,-4.2,3.0,i,3.3%,2.6,2.1,12.5,-1.3%,i,28.2,0.103,-0.193,0.2,-0.23,i,-5.7
Cc1noc(NS(=O)(=O)c2ccc(NC(=O)c3cnc4scc(C)n4c3=O)cc2)c1C,0.3,1059,7.2,2.1,i,21.0%,4.3,2.6,7.6,49.8%,i,54.9,0.251,-0.142,0.481,-0.0825,i,6.8
O=C(OCC(=O)N1CCOCC1)c1ccccc1Cc1ccccc1,-1.5,1123,-5.9,-15.8,i,7.5%,4.3,1.5,7.1,12.1%,i,23.3,0.268,-0.24,0.0354,-0.226,i,13.1
Cc1csc(NC(=O)c2c(O)c3c(n(CC(C)C)c2=O)CCCC3)n1,0.9,1014,63.2*,-10.7*,i,-0.5%,2.6,2.3,10.3,0.9%,i,53.7,-0.0671,-0.245,-0.1,-0.49,i,-0.9
O=C(COc1ccc([N+](=O)[O-])cc1Cl)Nn1cnnc1,-2.8,1145,/,/,i,-2.7%,/,/,/,-2.4%,i,40.4,0.149,-0.123,-0.103,1.21,/,/
CCCCS(=O)(=O)c1sc2nc3c(cc2c1N)CCCC3,-1.2,1153,3.3,4.8,i,10.6%,3.7,1.8,4.7,5.4%,i,17.6,-0.959,-0.266,-0.297,0.944,i,9.1

# Three compounds already listed, sorted by their value in T cell modulator vesicle-bound %, rising:
compound | T cell modulator vesicle-bound %
O=C(N1CCN(c2ccccn2)CC1)C(Cl)(Cl)Cl | 31.6
COc1cc(-n2nnnc2SC)c(OC)cc1Cl | 44.0
COc1ccc(CCNC(=O)c2cc3sc(Cl)cc3n2C)cc1OC | 44.5

# Other structures:
SMILES,bCat nuc transl,bCat nuc transl cell count 5 µM,WT yeast gro inh,WT yeast gro inh mutant strain,Yfh1-off respiration,M1AAP inhibition,MT stabilize HCS,MT stabilize HCS Hoechst-high %,MT stabilize HCS cytotoxicity %,M17LAP inhibition,T cell modulator,T cell modulator vesicle-bound %,Dynein transport,Dynein transport cytoplasmic EGFP,Dynein transport nuclear GR-EGFP,Dynein transport cell count,Autophagy HCS,Autophagy HCS cell loss 18 h
O=C(CNc1cccc([N+](=O)[O-])c1)N/N=C/c1ccc(F)cc1,-3.3,1115,2.1,5.4,i,6.2%,2.7,2.3,2.7,4.3%,i,14.0,-1.33,0.433,-0.614,0.587,i,8.2
Cc1cc(C)c(Nc2ncccc2C(=O)O)c(C)c1,-2.5,1092,-20.9,2.6,i,0.9%,2.1,2.4,2.7,18.1%,i,49.8,-0.313,-0.279,-0.242,0.18,i,-3.3
CCOC(=O)C1=NOC(COc2ccccc2C=O)C1 (stereo unspecified),0.7,1094,-0.1,7.7,i,16.2%,2.2,3.4,6.1,11.7%,i,57.2,0.126,-0.248,-0.0343,0.756,i,-2.3
Cc1noc(C)c1COc1ccc(C(=O)OCC(=O)NCCN2C(=O)CSC2=O)cc1,0.4,1117,-11.4,4.9,i,11.6%,4.3,1.9,8.8,-1.4%,i,39.3,-0.517,-0.244,-0.516,-0.494,i,-3.3
Nc1nonc1-c1noc(CCCOc2ccc(Cl)cc2Cl)n1,/,/,2.9,2.2,i,6.9%,5.2,1.9,6.7,3.5%,i,36.6,0.976,-0.207,0.633,-0.397,i,13.1
Cc1cccc(NC(=O)c2cc(NC(=O)c3ccco3)ccc2N2CCCCC2)c1,-0.2,1006,0.9,2.7,i,13.4%,1.5,2.3,23.0,-9.3%,/,/,0.134,-0.184,0.675,-0.854,i,1.6
CC1CN(CC(O)COc2ccc(C(=O)c3ccccc3)cc2)CC(C)O1 (stereo unspecified),0.3,1147,-11.9,5.8,i,3.2%,2.3,1.4,4.7,19.9%,i,36.6,1.28,-0.17,0.718,-0.477,i,6.3
CCOC(=O)c1nnn(-c2nonc2N)c1-c1cccc2ccccc12,-0.5,1050,-12.1,-41.5,i,3.9%,5.1,3.7,0.8,-3.1%,i,44.2,-1.22,-0.301,-0.274,0.222,i,21.7
CCOC(=O)c1c(C)[nH]c(C(=O)COc2ccc3c(c2)OCO3)c1C,-6.6,989,-2.4,-12.0,i,-3.0%,2.4,3.3,11.4,-2.3%,i,28.7,-0.713,-0.189,-0.0852,1.16,i,5.9
Cc1ccc(CCNC(=O)CN(C)S(=O)(=O)c2cnc[nH]2)cc1,-2.0,1115,-14.0,23.8,i,3.1%,6.3,2.9,5.6,-5.2%,i,44.2,-0.27,-0.24,0.254,0.71,i,7.2
Cc1ccc2occ(CN3CCN(c4ccccc4)CC3)c(=O)c2c1,-0.3,1074,30.2,30.3,i,-4.6%,3.1,1.4,5.8,6.9%,i,17.5,-0.77,0.0211,0.128,0.66,i,-2.4
CC(Oc1ccc(Cl)cc1Cl)C(=O)Nc1ccc2oc(-c3ccncc3)nc2c1 (stereo unspecified),/,/,15.3,32.5,i,3.8%,3.0,1.2,5.2,-6.7%,i,3.6,-1.02,-0.248,-0.542,0.6,i,-14.2
COc1cccc(NC(=O)Nc2ccccc2C(N)=O)c1,-3.1,1081,9.3,4.0,i,7.8%,2.6,1.0,0.5,-0.3%,i,51.2,0.278,-0.252,0.356,-0.469,i,9.9
NC(=O)CSc1nc2ccccc2n1-c1ccccc1,-2.1,1059,11.3,2.3,i,-4.5%,3.1,2.6,8.3,-12.0%,i,3.4,0.226,-0.256,0.0682,0.0972,i,-4.0
NC(=O)c1cc(Br)cc2c3c([nH]c12)CCCC3,29.4,662,66.3*,49.3*,i,-0.3%,48.8,8.3,66.4,-1.0%,i,38.0,0.862,0.247,0.837,-1.34,i,13.9
Cc1cc(C(=O)N/N=C/c2ccccc2Br)no1,-0.2,1330,-18.2,-2.2,i,8.9%,3.5,1.9,6.2,6.6%,i,38.8,0.439,-0.176,0.561,0.377,i,14.6
O=C(N/N=C/c1ccco1)C1CC(=O)N(c2ccccc2)C1 (stereo unspecified),-4.4,1055,6.7,5.4,i,2.9%,2.6,3.1,9.3,3.9%,i,59.8,1.95,-0.31,1.21,-1.54,i,11.5
CCOC(=O)c1c(NC(=O)CSc2nnc(CNc3ccc(F)cc3)o2)sc(C)c1C,2.0,1172,19.6,-42.9,i,8.8%,3.9,1.3,9.5,9.9%,i,8.4,-0.32,-0.0672,0.146,0.00399,i,-6.0
CCCSc1ncc(Cl)c(C(=O)Nc2ccc(S(=O)(=O)N3CC(C)OC(C)C3)cc2)n1 (stereo unspecified),/,/,-28.2,-1.8,i,-8.0%,1.7,1.5,8.7,-10.0%,i,25.9,0.0607,-0.392,-0.000759,0.0921,i,-6.7
